# G9a block = G9a (human) methyltransferase inhibition | Q96KQ7 | G9a H3K9 monomethylation, AlphaScreen, 2 h | Potency, µM (highest dose often 102 µM), inactives show at the top dose activity, negative = inhibition, most hits filed as inhibitors | hit rate 8.8% among 350,000; note: potency is the fitted concentration of half-maximal effect; % is set by controls: 0 for no effect and ±100 for the full control effect; nearly all actives have a fitted effect of over 75% in size
#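 Methyltransferase reactions run at room temperature for 2 h (20 nM enzyme, 500 nM biotin-H3K9 peptide, 20 uM SAM) after a 15 min compound preincubation; product detected by AlphaScreen beads and anti-H3K9me1 antibody.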
# BAZ2B inh = inhibitors of human BAZ2B bromodomain | Potency, µM (highest dose often 114 µM), inactives show top-dose activity change, negative = inhibition, usual class: inhibitors | AlphaScreen BAZ2B-H3K14Ac peptide displacement | hit rate 4.4% among 360,000; note: potency is the fitted concentration of half-maximal effect; % is set by controls: 0 for no effect and ±100 for the full control effect; nearly all actives have a fitted effect of over 60% in size
#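 Protein-peptide AlphaScreen: BAZ2B 50 nM, b-H3K14Ac 50 nM, 1x PBS pH 7.4 + 0.01% Tween-20. Preincubation 30 min RT; cpd 30 min RT (top 110 uM); beads 20 min RT, light-protected.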
# GLS inh = glutaminase GLS (human) inhibition; Potency, µM (titrated, usually from 45.5 µM), without a hit: at the highest dose activity change, negative = inhibition, hits mostly inhibitors; O94925; GLS enzymatic activity, qHTS titration; hit rate 0.21% among 410,000; note: potency is the fitted concentration of half-maximal effect; % is set by controls: 0 for no effect and ±100 for the full control effect
#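 hKGA in 45 mM KH2PO4 pH 8.2, 0.02% Tween-20 with pin-transferred compounds; 1 mM L-glutamine (stock) plus glutamate oxidase/HRP/Amplex Red coupling added. Fluorescence read initially and after 30 min at RT.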
# Pin1 inhibitor = blocks the human prolyl isomerase Pin1. Pin1 FP peptide displacement, HiFluor488, 10 min. Potency, µM (highest dose often 115 µM), for inactives: at the highest dose activity, negative = inhibition, hits mostly inhibitors. hit rate 0.009% among 390,000. AID 504891; active = well fitted inhibition curve with a large enough effect in the polarisation, with a control signal flat, not every such curve was filed as active; inconclusive = small, poorly fitted or top-dose-only effect, or effect the other way, or a change in a side signal; inactive = no such curve, though single readings can be large or run the other way; the % refers to the polarisation; note: potency is the fitted concentration of half-maximal effect; % is set by controls: 0 for no effect and ±100 for the full control effect
# ERG-DNA inh = blocks human ERG Ets domain binding to DNA. P11308. fluorescence polarization, His-ERG Ets domain / labelled DNA. Potency, µM (top dose mostly 76.9 µM), inactives show at the highest dose FP activity, negative = inhibition, hits mostly inhibitors. hit rate 0.028% among 370,000. AID 624246; active = well fitted inhibition curve with a large enough effect in the polarisation, with a control signal flat; inconclusive = small, poorly fitted or top-dose-only effect, or effect the other way, or a change in a side signal; inactive = no such curve, though single readings can be large or run the other way; the % refers to the polarisation;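 note: polarization taken with two DNA probes labelled with fluorescein and Texas red; potency is the fitted concentration of half-maximal effect; % of control where 0% means no effect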
#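 His-tagged ERG Ets domain (1 uM in the protein solution; 300mM KCl, 50mM Tris-HCl, 1mM EDTA, 1mM DTT, pH 7.5) received compound, then a probe mix of 5 nM fluorescein-DNA and 100nM Texas-615-DNA. Fluorescence polarization was read for both dyes.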
# PI4K2A inh = blocks human PI4K2A kinase activity | AID 1346378 | purified PI4K2A, ADP-Glo luminescence, 1 h; stronger effect = lower value | hit rate 0.13% among 420,000 | Q9BTU6 | activity change, negative = inhibition, % at 76.9 µM; in the data active = activity change below about -50%; inconclusive = mostly about -30% to -49%;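 note: -100% = wells without enzyme as full effect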
#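 Compounds are screened against recombinant PI4K2A using PI as substrate and ATP, the latter dispensed at 300 microM. Reactions run one hour at ambient temperature before ADP-Glo detection; full inhibition defined by wells lacking enzyme.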
# HP1b chromo inh = HP1-beta chromodomain-methylated histone interaction inhibition; AlphaScreen HP1-beta / biotin-H3K9me3 peptide binding; Potency, µM (titrated, usually from 114 µM), for inactives: top-dose activity change, negative = inhibition, most hits filed as inhibitors; hit rate 0.56% among 390,000; AID 540317; note: potency is the fitted concentration of half-maximal effect; nearly all actives have a fitted effect of over 70% in size; inactives centre near 23
#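 AlphaScreen: HP1-beta (50 nM) preformed 30 min with biotin-H3(1-18)K9me3 peptide (50 nM) in PBS pH 7.4, 0.01% Tween-20. Compound added for 30 min at RT, then streptavidin donor/nickel chelate acceptor beads (10 ug/mL) for 30 min.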
# PGK inhibitor = blocks T. brucei phosphoglycerate kinase; P07378; PGK/GAPDH coupled, Kinase-Glo luminescence, 60 min; Potency, µM (series often up to 57.5 µM), inactives show at the highest dose activity change, negative = inhibition, most hits filed as inhibitors; hit rate 0.043% among 380,000; note: potency is the fitted concentration of half-maximal effect; % is set by controls: 0 for no effect and ±100 for the full control effect; nearly all actives have a fitted effect of over 60% in size
#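 Luminescent ATP detection (Kinase-Glo Plus) follows a 60-minute room-temperature incubation, with wells lacking PGK as controls. Buffer: 100 mM TEA (pH 7.6), 5 mM MgCl2, 0.01% Tween-20. Coupling enzyme GAPDH (100 nM final) supplies unstable 1,3-BPG in-well.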
# JMJD2A Tudor inh = JMJD2A Tudor domain (human) inhibition; AlphaScreen JMJD2A-Tudor / H3K4me3 peptide binding; Potency, µM (doses to about 114 µM), for the others: at the highest dose activity change, negative = inhibition, actives largely listed as inhibitors; hit rate 4.4% among 390,000; AID 504339; note: potency is the fitted concentration of half-maximal effect; % is set by controls: 0 for no effect and ±100 for the full control effect; nearly all actives have a fitted effect of over 50% in size
# Target sequence (O75164 whole entry, looked up, the tested form may be a part): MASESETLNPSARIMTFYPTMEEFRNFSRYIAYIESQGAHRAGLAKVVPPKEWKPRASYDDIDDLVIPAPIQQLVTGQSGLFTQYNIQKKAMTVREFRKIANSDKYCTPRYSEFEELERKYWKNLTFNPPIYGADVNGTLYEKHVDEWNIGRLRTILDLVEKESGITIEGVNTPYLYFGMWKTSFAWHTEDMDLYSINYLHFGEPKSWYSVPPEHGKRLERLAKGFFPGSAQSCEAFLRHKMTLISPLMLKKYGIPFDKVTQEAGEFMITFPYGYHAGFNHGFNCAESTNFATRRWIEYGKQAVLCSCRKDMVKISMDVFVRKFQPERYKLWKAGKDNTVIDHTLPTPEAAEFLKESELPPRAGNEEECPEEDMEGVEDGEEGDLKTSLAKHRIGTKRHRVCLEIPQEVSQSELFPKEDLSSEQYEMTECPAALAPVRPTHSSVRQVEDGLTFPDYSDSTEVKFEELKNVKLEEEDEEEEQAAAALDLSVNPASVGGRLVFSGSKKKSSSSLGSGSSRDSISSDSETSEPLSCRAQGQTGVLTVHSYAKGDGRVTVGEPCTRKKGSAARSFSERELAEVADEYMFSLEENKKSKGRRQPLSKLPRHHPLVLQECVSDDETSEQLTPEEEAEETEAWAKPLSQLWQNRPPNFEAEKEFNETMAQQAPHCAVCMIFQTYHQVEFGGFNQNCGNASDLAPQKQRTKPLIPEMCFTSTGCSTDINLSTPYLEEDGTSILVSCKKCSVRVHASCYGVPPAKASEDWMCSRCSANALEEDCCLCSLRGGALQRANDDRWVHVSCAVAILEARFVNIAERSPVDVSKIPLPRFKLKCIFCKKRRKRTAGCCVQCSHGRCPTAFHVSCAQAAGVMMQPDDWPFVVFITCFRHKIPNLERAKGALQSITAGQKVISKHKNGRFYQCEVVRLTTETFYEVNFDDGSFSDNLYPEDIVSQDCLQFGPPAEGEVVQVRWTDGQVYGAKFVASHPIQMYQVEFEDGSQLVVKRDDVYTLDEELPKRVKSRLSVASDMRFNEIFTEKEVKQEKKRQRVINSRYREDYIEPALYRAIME
# * marks the source's active call; other numbers are inactive results; i = inactive; ? = inconclusive; . = not tested or not shown; & = joins results of further samples; [ ] = remark or other dose. Unless noted, calls come from the whole dose curve; as a rule, active = well fitted curve in the direction sought with a large enough effect; inconclusive = small, poorly fitted or top-dose-only effect, or another doubt; inactive = no such curve, though single readings can be large; an effect the other way counts as inactive or inconclusive.
SMILES,G9a block,BAZ2B inh,GLS inh,Pin1 inhibitor,ERG-DNA inh,PI4K2A inh,HP1b chromo inh,PGK inhibitor,JMJD2A Tudor inh
O=C(O)c1cccc(Cn2c(Cl)c(/C=N/NC(=O)c3ccco3)sc2=O)c1,-15%,-6%,7%,-3%,5%,1,45%[activator],-3%,-1%
Cc1ccc(NC(=O)C(=O)NCC(c2cccnc2)N2CCc3ccccc32)cc1Cl (centres undefined),-33%[59 µM],-16%,15%,9%,6%,0,22%,i,-12%
COc1cc(/C=C2\CCc3c2nc2ccccc2c3C(=O)O)cc(OC)c1OC,14µM*,45µM*,?,?,-1%,-6,-26%,?,89µM*
Cc1ccc(NC(=O)CN2CCc3cc4c(cc3C2C)OCCCO4)cc1 (centres undefined),16%,?,10%,1%,4%,0,22%,5%,-22%
CC(C)NC(=O)/C(=C\c1cccc([N+](=O)[O-])c1)NC(=O)c1ccccc1,15%[0.0925 µM],0%,-1%,-2%,-2%,4,31%,1%,-11%
Cc1c(C(=O)NCC2CCCO2)oc2ccc(S(=O)(=O)N3CCCC3)cc12 (centres undefined),-6%[59 µM],8%,-1%,6%,-5%,4,19%,9%,-2%
Cc1cc(C(=O)Nc2sc3c(c2C#N)CCC3)no1,?,-31%,26%,1%,1%,5,1%,-2%,-34%
CCCC(=O)Nc1ccc(C(=O)COC(=O)c2c(C)noc2C)cc1,-37%,-4%,3%,-9%,0%,-2,29%,-3%,-1%
CCOC12NC(=O)CC(=O)N1C(c1ccccc1)=CS2 (centres undefined),50µM*,-37%,-2%,-1%,4%,-4,13%,3%,-16%
CC1(C2CC2)NC(=O)NC1=O (centres undefined),2%[59 µM],-7%,2%,4%,1%,-4,25%,-11%,-7%
COc1ccc(CCNC(=O)c2cc3c(=O)[nH]c4ccc(C)cc4c3s2)cc1OC,0%[59 µM],-8%,4%,1%,1%,1,9%,-8%,-18%
O=C(C[n+]1ccccc1)N/N=C/c1cc(Br)ccc1F,-3%[12.7 µM],71µM*,-6%,-2%,.,0,28%,i,?
CCOc1ccc(/C=C/c2nc(C#N)c(NCc3ccc(OC)cc3)o2)cc1,-28%[59 µM],-29%,2%,0%,0%,-2,27%,9%,-22%
O=C(CSc1ncccn1)N1CCCCCC1,.,.,-2%,-11%,-21%,2,42%[activator],-1%,0%
CC1(C)C2CCC1(C)C(OCC[N+](C)(C)CC(=O)OC1CCCCC1)C2 (centres undefined),-42%[59 µM],-28%,0%,-1%,15%,-3,19%,-5%,-19%
COc1ccc(NC(=O)Nc2cccc(C(=O)N3CCOCC3)c2)cc1OC,?,-2%,17%,0%,-2%,5,8%,-1%,1%
CC1CCCN(CCCNC(=O)c2coc3nc4ccccc4nc23)C1 (centres undefined),-17%[59 µM],10%,9%,7%,-9%,-2,39%,i,-10%
Cc1cc(C)n(-c2ccc(-n3ccnc3)nn2)n1,-8%[59 µM],-12%,6%,-9%,.,-3,21%,-11%,?
NC(=O)c1ccccc1O,8%,11%,34%&44%[activator],-8%,?,7&2,9%,-9%,-4%
Cc1cc(OC(F)F)ccc1NC(=O)Nc1ccc2c(c1)OCO2,52%[activator],3%,0%,-1%,3%,4,21%,-2%,-17%
CCOC(=O)C1CCCN(CC(=O)Nc2cc(C)c3c(=O)oc4ccccc4c3n2)C1 (centres undefined),-12%[59 µM],-4%,2%,4%,-3%,-9,27%,i,-12%
CC(=O)Nc1ccc(OCc2nnc(-c3ccccc3)o2)cc1,6%[59 µM],-29%,1%,2%,-11%,1,39%,-4%,-8%
CCOC(=O)CNC(=O)C1c2cc(OC)c(OC)cc2C(=O)N(C)C1c1ccccc1F (centres undefined),2%[12.7 µM],3%,0%,0%,1%,4,5%,i,23%
Cc1c(C(=O)N(Cc2cccc(Cl)c2)Cc2ccco2)oc2ccccc12,34%[59 µM],42%[activator],5%,1%,1%,-5,89%[activator],-8%,28%
O=C1CC(C(=O)Nc2ccc(Cl)cc2[N+](=O)[O-])C2(CCCCC2)O1 (centres undefined),-18%[59 µM],-27%,9%,-3%,.,4,1%,-2%,-34%

# 2 entries from above, as labelled records:
COc1cc(/C=C2\CCc3c2nc2ccccc2c3C(=O)O)cc(OC)c1OC
  G9a block = 14µM*	BAZ2B inh = 45µM*	GLS inh = ?	Pin1 inhibitor = ?	ERG-DNA inh = -1%	PI4K2A inh = -6	HP1b chromo inh = -26%	PGK inhibitor = ?	JMJD2A Tudor inh = 89µM*

COc1ccc(CCNC(=O)c2cc3c(=O)[nH]c4ccc(C)cc4c3s2)cc1OC
  G9a block = 0%[59 µM]	BAZ2B inh = -8%	GLS inh = 4%	Pin1 inhibitor = 1%	ERG-DNA inh = 1%	PI4K2A inh = 1	HP1b chromo inh = 9%	PGK inhibitor = -8%	JMJD2A Tudor inh = -18%

# Looked up above.
# `CC1CCCN(CCCNC(=O)c2coc3nc4ccccc4nc23)C1` (centres undefined) @ JMJD2A Tudor inh: -10%
# `Cc1ccc(NC(=O)CN2CCc3cc4c(cc3C2C)OCCCO4)cc1` (centres undefined) @ JMJD2A Tudor inh: -22%
# `Cc1c(C(=O)N(Cc2cccc(Cl)c2)Cc2ccco2)oc2ccccc12` @ PI4K2A inh: -5
# `CCOC12NC(=O)CC(=O)N1C(c1ccccc1)=CS2` (centres undefined) @ GLS inh: -2%
# `CCOc1ccc(/C=C/c2nc(C#N)c(NCc3ccc(OC)cc3)o2)cc1` @ HP1b chromo inh: 27%
# `NC(=O)c1ccccc1O` @ PI4K2A inh: 7&2

# The listing continues:
SMILES,G9a block,BAZ2B inh,GLS inh,Pin1 inhibitor,ERG-DNA inh,PI4K2A inh,HP1b chromo inh,PGK inhibitor,JMJD2A Tudor inh
CC/C(=N\NC(=O)C1CCCC1)c1cccc(Br)c1,29%,-2%,-5%,-1%,-1%,-3,39%[activator],-8%,-5%
N#CC1=C(N)C(C#N)(C#N)C2(C(=O)Nc3ccccc32)C2CCCC=C12 (centres undefined),?,?,21%,2%,.,-2,5%,-10%,-29%
COc1ccc(/C=N/NC(=O)c2cccc([N+](=O)[O-])c2)c2ccccc12,25%,7%,0%,-9%,-6%,-4,4%,-2%,-34%
O=C(COC(=O)/C=C/c1cccs1)Nc1nc(-c2cccc(Br)c2)cs1,18%[59 µM],-2%,1%,29%,2%,1,35%,12%,-8%
O=C(CNC(=O)c1ccco1)Nc1ccc(Br)cc1,-4%,25%,-3%,2%,32%[activator],-1,43%[activator],i,5%
COC(=O)[C@@]1(Cc2ccc(F)cc2)[C@H]2c3cc(C(=O)N4CCCC4)n(Cc4ccc(C(F)(F)F)nc4)c3C[C@H]2CN1C(=O)c1ccccc1,50µM*,?,-1%,12%,6%,2,5%,4%,?
COc1ccc(CNC(=O)c2ccc[nH]2)cc1Cl,?,-21%,5%,0%,8%,5,21%,-3%,1%
O=C(O)c1ccc(S(=O)(=O)Nc2cccc(CP(=O)(c3ccccc3)c3ccccc3)c2)cc1,?,-19%,7%,-12%,3%,0,30%,0%,-8%
CCN(CC(=O)Nc1c(F)cccc1F)C(=O)C1CCN(C(=O)c2ccc(F)cc2)CC1,12%[2.33 µM],-5%,-6%,2%,-23%,2,35%,-3%,-5%
NS(=O)(=O)c1cccc(NC(=O)COC(=O)c2ccc(S(=O)(=O)N3CCOCC3)cc2)c1,.,.,-6%,6%,2%,-1,62%[activator],-3%,-11%
CCCN1C2CCCC1CC(NC(=O)c1cccc(OC)c1)C2 (centres undefined),35%[activator],-5%,2%,1%,3%,-5,20%,-2%,-24%
CC(=O)C1=C(O)C(=O)N(c2ccc(O)cc2)C1c1ccc(F)cc1 (centres undefined),?,-4%,25%,-2%,13%,3,12%,i,-21%
O=C(COc1ccc(Cl)cc1)Nc1ccc2oc(-c3ccncc3)nc2c1,2%[12.7 µM],?,8%,-1%,-6%,-1,50%,i,-34%
CC12CCC(=O)N1C(C(=O)NNC(=O)c1ccc(Br)cc1)CS2 (centres undefined),9%[12.7 µM],-1%,-4%,-2%,-2%[15.4 µM],3,29%,-4%,-2%
CC(C)Cc1nc2ccc(N)cc2[nH]1,?,-35%,?,-2%,-2%,-10,19%,-8%,22µM*
CC(=O)c1c(Nc2ccc3c(c2)OCCO3)oc(C)cc1=O,79µM*,-9%,-2%,-8%,-5%,-7,19%,1%,-16%
Cc1ccc(CNC(=O)CCS(=O)(=O)c2ccc3c(c2)NC(=O)CO3)cc1,-3%,-20%,65%[activator],-4%,-8%,8,20%,i,?
CCOC(=O)C1=C(C)Nc2nc(SCc3cccnc3)nn2C1c1ccc(OC)cc1 (centres undefined),-13%,-4%,6%,-6%,0%,-3,21%,-6%,-17%
O=S(=O)(Cc1ccccc1)N1CCN(Cc2ccc3c(c2)OCO3)CC1,-1%[59 µM],-6%,-2%,12%,-2%,0,32%,-4%,?

# Bioassay records (PubChem)
